S3 lipid droplet – qHTS Assay for Lipid Storage Modulators in Drosophila S3 Cells; Potency in µM for hits, for the others lipid storage change, negative = inhibition, % at the top dose, mostly 46.1 µM; AID 2685; hit rate 0.64% among 320,000; Drosophila S3 cells, BODIPY lipid droplet fluorescence, 18-24 h; cells fed with added oleic acid; active means well fitted inhibition curve with a large enough effect in the signal ratio, with a control signal flat, not every such curve was filed as active; inconclusive means small, poorly fitted or top-dose-only effect, or effect the other way, or a change in a side signal; the % refers to the signal ratio
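Drosophila S3 cells got compounds at several concentrations plus oleic acid (400 uM solution). Laser-scanning cytometry with 488 nm excitation read lipid droplets at 500-530 nm and cells at 575-640 nm. Percent activity was relative to 20 uM Triacsin C.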
S3 lipid droplet cell count max – also measured in S3 lipid droplet; calls as there; cell number change, %; measured here: cell count max response;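 cells counted by Cell Tracker Red CMTPX staining in the red channel; peak over a dose series mostly up to 46.1 µM; percent activity relative to internal control wells on each plate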
* marks the source's active call; other numbers are inactive results; i = inactive; ? = inconclusive; . = not tested or not shown. On the % scale 0 is the no-effect control and ±100 the full control effect; potency means the concentration at half of the fitted maximal effect. A portion of the library; rates above refer to the full screens.

SMILES | S3 lipid droplet | S3 lipid droplet cell count max
CCOC(=O)C1=C(C)N(CCCC(=O)O)C(=O)NC1c1ccc(Cl)cc1 (stereo not given) | ? | .
Cc1ccsc1C(=O)NCCC(c1ccccc1)c1ccccc1 | -4.3% | -12.7
O=C(O)/C=C/C(=O)Nc1ccc(O)cc1 | -4.5% | -18.1
CS(=O)(=O)c1ccc([C@@H](O)[C@@H](CO)NC(=O)C(Cl)Cl)cc1 | ? | .
CC(C)Oc1ccc(S(=O)(=O)N2CCOCC2)cc1NC(=O)C1=NN(c2ccccc2)C(=O)CC1 | ? | .
O=C(c1ccccc1)c1ccc(Cn2cc(-c3ccccc3)nn2)cc1 | ? | .
O=C1Nc2ccccc2Nc2ccccc21 | 9.8% | 19.8
Cc1nn(Cc2c(Cl)cccc2Cl)c(C)c1NC(=O)Cn1nc([N+](=O)[O-])c(Cl)c1C | ? | .
Cc1ccc(-n2ccnc2SCC(=O)c2c(N)n(C3CC3)c(=O)[nH]c2=O)cc1C | 29.6% | 0.5
CCOc1ccccc1Oc1cn[nH]c1-c1ccc(O)cc1O | ? | .
CCC(CC)C(=O)Nc1cccc(/C(C)=N\NC(=O)c2ccc(C)s2)c1 | ? | .
Cc1ccccc1CC1(CO)CCCN(C(=O)CCC(F)(F)F)C1 (stereo not given) | ? | .
COc1ccc(N(CC(=O)NC(C)(C)C)S(=O)(=O)c2ccccc2)cc1OC | 0.9% | 0.6
CC(=O)Nc1ccc2nc3c(=O)n(C)c(=O)n(C)c3nc2c1 | -2.6% | 9.5
CCc1nnc(NC(=O)c2ccc(COc3ccccc3)o2)s1 | i | .
COc1cccc(CNC(=O)Cn2cc3c(n2)CCCC3)c1 | ? | .
CC(=O)c1ccccc1OCCOCCOCCOc1ccccc1C(C)=O | -2.9% | -15.2
CC(Sc1nc(-c2ccccc2)cc(C(F)(F)F)n1)C(=O)O (stereo not given) | ? | .
CCOC(=O)C1CCCN(S(=O)(=O)c2c(C(=O)N3CCCCC3)c(C)n(C)c2C)C1 (stereo not given) | ? | .
C=CCn1cccc(C(=O)Nc2cc(OC)cc(OC)c2)c1=O | ? | .
COc1ccc(S(=O)(=O)N2CCOCC2)cc1NC(=O)c1sccc1C | ? | .
Cc1ccc(C(=O)N2CCNC(=O)C2CC(=O)Nc2ccccc2)cc1 (stereo not given) | 16.5% | .
Cc1cc(C(=O)COC(=O)CC2Sc3ccccc3NC2=O)c(C)n1-c1cccc(C(F)(F)F)c1 (stereo not given) | ? | .
Cc1ccc2cc3cc(C(=O)NC4CC4)oc3nc2c1 | i | -14.9
COc1cc([N+](=O)[O-])cc(/C=C2/SC(=S)N(Cc3ccccc3)C2=O)c1O | ? | .
O=C(CCN1CCN(c2ccccc2)CC1)Nc1ccc2c(c1)OCO2 | 3.6% | -6.9
COc1ccc2ccccc2c1CN1CCN(C(=O)c2ccco2)CC1 | i | 18.1
CCOC(=O)N1CCN(C(=O)CNS(=O)(=O)c2cccs2)CC1 | ? | .
CC1CCN(C(=S)NC(=O)c2cccs2)CC1 | ? | .
CC1(C)CC(=O)C=C(Nc2ccc(F)cc2F)C1 | i | .
Cc1nnc(NC(=O)CSc2nnc(CNC(=O)c3ccc(F)cc3)o2)s1 | ? | .
O=C(NCCCN1CCN(c2ccc(F)cc2)CC1)C1CCCN(c2ncnc3c2nc2n3CCCCC2)C1 (stereo not given) | ? | .
CC(=O)N1c2ccc(S(=O)(=O)N3CCCC(C(=O)N4CCCCC4)C3)cc2CC1C (stereo not given) | ? | .
Cc1ccc(N2CN(Cc3cccnc3)CNC2=S)cc1 | 13.7% | 10.7
CC1=CC(C)(C)N(C(=O)c2ccc(F)cc2)c2cc3c(cc21)OCO3 | ? | .
CN(C)c1ccc(/C=C2\NC(=S)N(Cc3ccccc3)C2=O)cc1 | ? | .
Cn1cc(C(=O)N2CCN(c3ccccn3)CC2)c(=O)c2cc(S(=O)(=O)N3CCOCC3)ccc21 | 6.9% | 14.4
CC(C)CN1C(=O)c2ccc(NC(=O)c3cccs3)cc2C1=O | i | -6.2
Cc1cc(C(F)(F)F)nn1CC(=O)NCc1cccs1 | 20.9% | 3.7
CCc1ccc(NC(=S)NC2CCN(Cc3ccccc3)CC2)cc1 | ? | .
Nc1nc2c(Cl)ccc(Cl)c2s1 | 6.9% | 4.4
CC(=O)Nc1ccc(S(=O)(=O)NC2(C(F)(F)F)NC(=O)N(c3ccc(C)cc3)C2=O)cc1 (stereo not given) | 16.2% | 0.3
Cn1c(CCN2CCN(c3ccccn3)CC2)nc2cc(NC(=O)COc3ccccc3)ccc21 | ? | .
CC(C)C(=O)c1cc2c(cc1NC(=O)c1cccs1)OCCO2 | 1.1% | .
O=C(NCC1CCCO1)c1ccc2c(c1)N(Cc1ccccc1)C(=O)CS2=O (stereo not given) | 23.8% | 7.0
Cc1ccc(C)c(NC(=O)c2ccc(OCc3c(C)noc3C)cc2)c1 | ? | .
CCCCN(C)CCNS(=O)(=O)c1ccc2c(c1)n(C)c(=O)c(=O)n2C | ? | .
CC(C)c1ccc(NC(=O)CCc2ccccc2)cc1 | -6.7% | 1.2
O=C(COC(=O)c1ccc(NS(=O)(=O)c2ccc3c(c2)OCCO3)cc1)NC1CCS(=O)(=O)C1 (stereo not given) | ? | .
COc1ccc(/C(O)=C/c2nc3ccccc3n(-c3ccccc3)c2=O)cc1 | ? | .
COc1cc(C(=O)Nc2ccc3c(c2)OCCO3)ccc1OC(F)F | 21.9% | .
CSc1nc2ccsc2c(=O)n1-c1ccccn1 | ? | .
CCOc1ccc(NC(=S)NCCCc2ccccc2)cc1 | -11.1% | 1.6
CCn1c(O)c(N=Nc2ccc3ccccc3n2)c2ccccc21 | ? | .
O=[N+]([O-])c1ccc(S(=O)(=O)Nc2ccccn2)cc1 | ? | .
O=[N+]([O-])c1cccc(S(=O)(=O)NC2CC3CCC2C3)c1 (stereo not given) | ? | .
CCOc1ccccc1N/C(=N/c1nc(C)cc(C)n1)NC(=O)Nc1ccc(Cl)c(Cl)c1 | ? | .
CCOC(=O)CSc1nnc(CSc2nc(N)c3c(C)c(C)sc3n2)n1-c1ccccc1 | ? | .
N#CC1=C(SCc2ccccc2)NC(=O)CC1c1ccc(O)cc1 (stereo not given) | i | .
CCCOCC1CC2(SC(=Nc3ccc(C)cc3)NC2=O)C(=O)O1 (stereo not given) | ? | .
(further entries)
SMILES | S3 lipid droplet | S3 lipid droplet cell count max
O=C(O)c1cccc(S(=O)(=O)Nc2ccccc2N2CCOCC2)c1 | ? | .
Cc1ccc(S(=O)(=O)[N-]c2nc3ccccc3nc2-n2cc[n+](Cc3ccccc3)c2)cc1 | -8.1% | -5.0
Cn1cc(Br)c(C(=O)Nc2sc3c(c2C(N)=O)CCC3)n1 | ? | .
CC(NCc1ccc(F)cc1)C(=O)Nc1cc(S(=O)(=O)N2CCCCC2)ccc1Cl (stereo not given) | 12.1% | 0.1
C=CCN1C(=O)c2ccc(C(=O)N3CCC(C(N)=O)CC3)cc2C1=O | -33.7% | -4.9
CCOC(=O)c1c(C)[nH]c(C(=O)NNC(=O)c2ccccc2)c1C | ? | .
CC(=O)N1CCN(C(=O)c2cccc(S(=O)(=O)NCc3ccccc3)c2)CC1 | ? | .
Cc1cccc(OCC2=NS(=O)(=O)c3ccccc3N2)c1 | ? | .
COc1ccc(CC(=O)Nc2ccccc2NC(=O)Cc2ccc(OC)cc2)cc1 | ? | .
CC1CCC2C(=O)N(c3cccc(C(=O)Nc4ccccc4Cl)c3)C(=O)C2C1 (stereo not given) | ? | .
COc1ccc(NC(=O)CSc2nnc(-c3ccco3)n2N)cc1Cl | ? | .
Cc1[nH]c2ccccc2c1/C=N/NS(=O)(=O)c1ccccc1 | 4.4% | -12.3

Retrieved by compound from above, seven records:
SMILES | S3 lipid droplet | S3 lipid droplet cell count max
CSc1nc2ccsc2c(=O)n1-c1ccccn1 | ? | .
Cc1ccccc1CC1(CO)CCCN(C(=O)CCC(F)(F)F)C1 (stereo not given) | ? | .
COc1ccc(NC(=O)CSc2nnc(-c3ccco3)n2N)cc1Cl | ? | .
CCOC(=O)CSc1nnc(CSc2nc(N)c3c(C)c(C)sc3n2)n1-c1ccccc1 | ? | .
COc1ccc(S(=O)(=O)N2CCOCC2)cc1NC(=O)c1sccc1C | ? | .
Cc1ccc(N2CN(Cc3cccnc3)CNC2=S)cc1 | 13.7% | 10.7
O=C(NCC1CCCO1)c1ccc2c(c1)N(Cc1ccccc1)C(=O)CS2=O (stereo not given) | 23.8% | 7.0

The listing picks up, repeating the 6 entries before the break.
SMILES | S3 lipid droplet | S3 lipid droplet cell count max
CC(=O)N1CCN(C(=O)c2cccc(S(=O)(=O)NCc3ccccc3)c2)CC1 | ? | .
Cc1cccc(OCC2=NS(=O)(=O)c3ccccc3N2)c1 | ? | .
COc1ccc(CC(=O)Nc2ccccc2NC(=O)Cc2ccc(OC)cc2)cc1 | ? | .
CC1CCC2C(=O)N(c3cccc(C(=O)Nc4ccccc4Cl)c3)C(=O)C2C1 (stereo not given) | ? | .
COc1ccc(NC(=O)CSc2nnc(-c3ccco3)n2N)cc1Cl | ? | .
Cc1[nH]c2ccccc2c1/C=N/NS(=O)(=O)c1ccccc1 | 4.4% | -12.3
CCC(=O)N1CCc2cc(S(=O)(=O)NCCCN3CCN(Cc4ccccc4)CC3)ccc21 | ? | .
CC1CCCN(C(=O)CN2C(=O)c3ccccc3C2=O)C1 (stereo not given) | ? | .
CC12CCCCC1N(O)C(=O)C(=O)N2O (stereo not given) | ? | .
Cn1cccc1Cc1nnc(SCC(=O)NC2CCCCC2)n1-c1ccc(F)cc1 | ? | .
COCC1CCCN(Cc2nc(C(c3ccccc3)c3ccccc3)no2)C1 (stereo not given) | 16.8% | 1.8
CC(=O)NCC(=O)NC(Cc1ccccc1)C(N)=O (stereo not given) | 4.3% | 1.1
Cc1c(C)c2ccc(OCC(=O)Nc3ccccc3C(N)=O)cc2oc1=O | ? | .
C=CCN(C(=O)C1CSC2(C)CCC(=O)N12)c1nc(-c2ccccc2)cs1 (stereo not given) | ? | .
CCOC(=O)c1cnc2c(ccc3ccccc32)c1N | ? | .
COC(=O)c1cccc(COC(=O)c2cccnc2SC)c1 | ? | .
COc1ccc(OC)c(S(=O)(=O)N2CCN(c3c(C)cccc3C)CC2)c1 | i | .
CCc1ccc(/C=c2\s/c(=C\C(=O)C(C)(C)C)[nH]c2=O)cc1 | ? | .
O=C(OC(C(=O)Nc1ccc([N+](=O)[O-])cc1Br)c1ccccc1)c1ccccc1 (stereo not given) | 3.5% | -13.9
COc1ccccc1NC(=O)Nc1cc(C(C)C)ccc1C | ? | .
CCOCC(=O)Nc1cccc(Br)c1 | i | .
CCc1cccc(CN2CCC(CNC(=O)Nc3ccc(Cl)cc3)CC2)c1 | 9.7% | -28.5
C=CCNC(=O)C1CCCN(S(C)(=O)=O)C1 (stereo not given) | ? | .
O=C(COc1c(Br)cc(Br)c2cccnc12)N1CCCCC1 | ? | .
Nc1nc(-c2ccc3ccccc3c2)cs1 | -8.5% | 18.6
O=C(Nc1ccc(S(=O)(=O)Nc2ncccn2)cc1)c1ccc(Br)o1 | i | .
CCc1ccc(NS(=O)(=O)c2ccc3[nH]cc(C(=O)N(C)Cc4ccco4)c(=O)c3c2)cc1 | -9.2% | .
CC(C)N1CCN(C(=O)c2ccc(OC3CCN(CCc4ccccc4)CC3)cc2)CC1 | -9.8% | 0.7
Cn1nnnc1SCC1=C(C(=O)O)N2C(=O)C(NC(=O)Cn3nc(C(F)F)cc3C3CC3)C2SC1 (stereo not given) | ? | .
CN(C)C(=O)C(=O)c1c(-c2ccccc2)cc2ccccn12 | ? | .
COc1ccc2cc(-c3[nH]ncc3CN3CCCCO3)ccc2c1 | 1.6% | -6.7
COc1ccc(C)cc1N1CC(C(=O)Nc2ccccc2C(=O)NC2CC2)CC1=O (stereo not given) | ? | .
COc1ccc(C2CC(c3cccs3)=NN2S(C)(=O)=O)cc1 (stereo not given) | ? | .
CCCCCNCc1cccc(Br)c1 | -0.9% | -3.1
Cc1nn(Cc2ccccc2)c(Cl)c1/C=C/C(=O)OCC(=O)N(C)C1CCS(=O)(=O)C1 (stereo not given) | 1.5% | 18.4
O=C(COC(=O)/C=C/c1ccco1)Nc1ncc(Cl)cc1Cl | 15.4% | 3.3
CCCCCCCCc1nc(SCC(C)=O)n[nH]1 | 2.3% | 11.7
CCS(=O)(=O)N1CCN(C2Cc3ccccc3C2)CC1 | -9.5% | -13.9
Cc1cc(C(=O)OCC(=O)NCc2ccco2)c(C)o1 | i | .
Cc1ccc(NC(=O)CN(C)C(=O)CSc2n[nH]c(N)n2)cc1 | 19.4% | -9.1
COc1cccc(C(=O)N/N=C/c2ccc(OC3CSC3)cc2)c1 | ? | .
CCOC(=O)C1CCCN(S(=O)(=O)c2cccc3cccnc23)C1 (stereo not given) | -9.5% | -0.9
Cc1cccc(C)c1NC(=S)NCCc1ccccn1 | i | -17.8
COc1cc(C(=O)N(Cc2ccccn2)CC2CCCO2)cc(OC)c1OC (stereo not given) | ? | .
Cc1cc(NCc2ccccn2)n2nc(C)c(-c3ccc(Cl)cc3)c2n1 | -14.9% | -1.5
CC(C)c1nc2sc3c(=O)[nH]c(=S)[nH]c3c2c2c1CCCC2 | ? | .
COc1ccc(CC(NC(C)=O)C(=O)NC2CCN(C(=O)NCc3ccccc3)CC2)cc1OC (stereo not given) | -11.5% | -19.5
O=[N+]([O-])c1ccc(NCc2ccc(Cl)cc2)nc1 | 5.3% | 9.9
Cc1ccc(NC2CCCN(C(=O)c3cc(C(C)C)[nH]n3)C2)cc1C (stereo not given) | ? | .
